Source: PubChem
CCHFV vOTU inh: CCHFV vOTU protease inhibition | Pep-AMC fluorescence | inhibition, % at 11.5 µM | hit rate 0.55% among 370,000 | AID 651958; in the data active = inhibition above about 30%; note: 0% = vehicle wells with enzyme and 100% = no enzyme wells
PfHsp40 rescue: restores yeast growth despite PfHsp40 toxicity | S. cerevisiae expressing PfHsp40, growth rescue, ATP luminescence | growth rescue, % at 12.5 µM | hit rate 0.68% among 340,000 | AID 504582; in the data active = growth rescue above about 28%, passing the limit was not always enough;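 note: yeast W303a lacking pdr1 and pdr3 grown in galactose medium; growth measured after three days at 30 °C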
Anthrax LF inh2: inhibitors of Bacillus anthracis lethal factor protease; P15917; multiplex microsphere protease cleavage assay, LF; inhibition, % at 10 µM; hit rate 0.12% among 360,000; AID 588501; note: plate controls were buffer without enzyme for full effect and enzyme alone for no effect
Target sequence (P15917 whole entry, looked up): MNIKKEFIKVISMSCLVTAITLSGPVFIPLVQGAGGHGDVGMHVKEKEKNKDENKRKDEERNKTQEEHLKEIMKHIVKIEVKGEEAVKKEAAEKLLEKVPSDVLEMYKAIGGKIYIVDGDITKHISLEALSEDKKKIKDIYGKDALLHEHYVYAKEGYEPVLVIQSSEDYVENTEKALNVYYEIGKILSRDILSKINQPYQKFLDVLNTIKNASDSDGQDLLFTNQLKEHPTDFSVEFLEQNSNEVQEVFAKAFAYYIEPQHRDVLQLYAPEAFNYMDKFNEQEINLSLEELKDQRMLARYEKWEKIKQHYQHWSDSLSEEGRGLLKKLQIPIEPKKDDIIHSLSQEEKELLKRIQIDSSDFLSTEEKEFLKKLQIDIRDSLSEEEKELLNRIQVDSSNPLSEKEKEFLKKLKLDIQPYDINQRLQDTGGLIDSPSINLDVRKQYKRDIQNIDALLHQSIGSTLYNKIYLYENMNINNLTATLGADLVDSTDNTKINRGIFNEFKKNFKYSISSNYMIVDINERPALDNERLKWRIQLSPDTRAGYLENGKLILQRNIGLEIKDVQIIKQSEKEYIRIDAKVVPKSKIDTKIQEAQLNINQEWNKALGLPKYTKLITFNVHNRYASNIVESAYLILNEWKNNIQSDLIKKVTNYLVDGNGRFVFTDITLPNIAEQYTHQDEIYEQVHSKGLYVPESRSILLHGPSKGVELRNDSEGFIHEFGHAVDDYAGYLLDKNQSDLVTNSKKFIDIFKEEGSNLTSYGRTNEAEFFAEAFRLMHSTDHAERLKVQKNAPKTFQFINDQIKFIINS
PriA SSB inh: inhibitors of Klebsiella pneumoniae PriA binding to SSB C-terminal tail; AID 1272365; inhibition, % at 33 µM; AlphaScreen SSBct-PriA binding, biotinylated peptide; hit rate 0.6% among 430,000; in the data active = inhibition mostly above about 37%, no sharp cut-off; inactive = mostly below about 20%;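 note: plate controls were negative control peptide for no effect and reference peptide for full effect; strong numbers were not always called active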
TcdB inh: inhibitors of Clostridioides difficile toxin B glycohydrolase. AID 652162. inhibition, % at 9.99 µM. hit rate 0.24% among 350,000. TcdB glycohydrolase enzymatic assay, plate reader. P18177; in the data active = inhibition above about 10%
DUSP3 inh: inhibitors of human VHR1 phosphatase (DUSP3) | P51452 | recombinant VHR phosphatase, pNPP absorbance | AID 1654 | inhibition, % at 13.3 µM | hit rate 0.52% among 290,000; in the data active = inhibition above about 50%; note: some compounds called inactive have numbers as strong as hits
Target sequence (P51452 whole entry, looked up): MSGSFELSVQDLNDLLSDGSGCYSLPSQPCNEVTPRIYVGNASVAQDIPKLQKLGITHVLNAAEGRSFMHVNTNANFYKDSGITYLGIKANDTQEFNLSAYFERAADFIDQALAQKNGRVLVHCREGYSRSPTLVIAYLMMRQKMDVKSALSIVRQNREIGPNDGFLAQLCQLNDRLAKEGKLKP
Y pestis TopoI: blocks Yersinia pestis topoisomerase I activity. Y. pestis Topo-I cleavage product accumulation, plate reader. activity, % at 10 µM. hit rate 0.064% among 360,000. AID 504884; in the data active = activity above about 50%, passing the limit was not always enough; note: inactives centre near 2
BH1578 lux ind: inducers of Vibrio cholerae quorum light production without autoinducers | V. cholerae BH1578 lux reporter, luminescence, 6 h | activation, % at 18.7 µM | hit rate 0.16% among 350,000; in the data active = activation mostly above about 9.7%, no sharp cut-off; note: not every result past the cut was called active; inactives centre near 0; reference of the scale not given here
BoNT-A LC inh2: inhibitors of Botulinum neurotoxin A light chain protease | multiplex microsphere protease substrate cleavage, flow cytometry | inhibition, % at 10 µM | hit rate 0.17% among 360,000 | AID 588499; note: plate controls were buffer without enzyme for full effect and enzyme alone for no effect
SARS 3CLpro inh: SARS-CoV 3CLpro protease inhibition; recombinant SARS-CoV 3CLpro, quenched FRET peptide cleavage; inhibition, % at 6 µM; hit rate 0.14% among 290,000; AID 1706; in the data active = inhibition above about 12%
An asterisk follows results filed as active; i = inactive; . = no result given; & = joins results of further samples. Cut-off read from the data, not from the text of the source, unless noted: active = inhibition above about 30%; inconclusive = no clear call, values can overlap the other calls; inactive = below that. This is a subset (hit frequency here may not be typical).

Sample of the layout:
(1) COc1cc(C(C(=O)NC2CCCC2)N(CCO)C(=O)Cn2nnc(-c3ccc(C)o3)n2)ccc1O (stereo unspecified)
(2) COc1ccccc1/C=C/C(=O)OCC(=O)Nc1c(F)cccc1F
(3) O=C(CC1CCCCC1)Nc1ccc(-c2ccc3nncn3n2)cc1
Compound | 1 | 2 | 3
CCHFV vOTU inh | 16 | -10 | 9
PfHsp40 rescue | 0.0 | -0.2 | 0.1
Anthrax LF inh2 | 0 | -6 | -10
PriA SSB inh | -3 | -15 | 5
TcdB inh | 0.1 | 1.8 | 0.5
DUSP3 inh | 7 | 9 | 33
Y pestis TopoI | 9 | 1 | 6
BH1578 lux ind | -0.4 | -0.6 | -0.4
BoNT-A LC inh2 | -1.0 | -0.6 | 0.5
SARS 3CLpro inh | 3 | -1 | 1

The list itself, repeating the preview:
(1) COc1cc(C(C(=O)NC2CCCC2)N(CCO)C(=O)Cn2nnc(-c3ccc(C)o3)n2)ccc1O (stereo unspecified)
(2) COc1ccccc1/C=C/C(=O)OCC(=O)Nc1c(F)cccc1F
(3) O=C(CC1CCCCC1)Nc1ccc(-c2ccc3nncn3n2)cc1
(4) Cc1cc(C)cc(N(CC(=O)N2CCC(C)CC2)S(C)(=O)=O)c1
(5) c1ccc(-c2csc(N3CCc4ccccc4C3)n2)cc1
(6) Cc1c(C(=O)n2cnc3ccccc32)cccc1[N+](=O)[O-]
(7) CCOCCCN(Cc1ccco1)C(=O)c1cc2c(=O)[nH]c3ccc(C)cc3c2s1
(8) CC1CCN(c2ccc(NC(=O)Cc3ccccc3)cc2)CC1
Compound | 1 | 2 | 3 | 4 | 5 | 6 | 7 | 8
CCHFV vOTU inh | 16 | -10 | 9 | 23 | -3 | -10 | 11 | -8
PfHsp40 rescue | 0.0 | -0.2 | 0.1 | -1.1 | -0.3 | 1.0 | 0.2 | .
Anthrax LF inh2 | 0 | -6 | -10 | 0 | 2 | 9 | -3 | -17
PriA SSB inh | -3 | -15 | 5 | -4 | 2 | -5 | -8 | -14
TcdB inh | 0.1 | 1.8 | 0.5 | . | . | 0.4 | 2.8 | -0.7
DUSP3 inh | 7 | 9 | 33 | -8 | 7 | -10 | 4 | 22
Y pestis TopoI | 9 | 1 | 6 | 0 | -3 | 13 | 30 | 7
BH1578 lux ind | -0.4 | -0.6 | -0.4 | -3.6 | i | 2.1 | -0.2 | -0.4
BoNT-A LC inh2 | -1.0 | -0.6 | 0.5 | 0.9 | 0.4 | 0.0 | -0.1 | -6.7
SARS 3CLpro inh | 3 | -1 | 1 | 0 | -6 | 2 | -2 | 3

(9) COc1ccc2oc(C(=O)N(C)CCOc3ccc(Cl)cc3)c(C)c2c1
(10) S=C(Nc1ccccc1)Nn1cnnc1
(11) Cc1noc(C)c1COc1ccc(C(=O)N2CCN(c3cccc(Cl)c3)CC2)cc1
(12) Cc1ccc(S(=O)(=O)CCc2nc3ccccc3[nH]2)cc1
(13) CC(Oc1ccc(Cl)cc1Cl)C(=O)Nc1ccc(OCC(=O)O)cc1 (stereo unspecified)
(14) COc1ccc(OC[C@@H](O)CNC(=O)c2cccc3c2C(=O)c2ccc(-c4ccc(F)cc4OCc4ccccc4)cc2S3(=O)=O)cc1
(15) CCOC(=O)Nc1ccccc1C(=O)N1CCOCC1
(16) CC(=O)c1cccc(NC(=O)CSc2ccc(-c3ccco3)nn2)c1
Compound | 9 | 10 | 11 | 12 | 13 | 14 | 15 | 16
CCHFV vOTU inh | 17 | -2 | 0 | 21 | 2 | . | 3 | 17
PfHsp40 rescue | 6.8 | -0.9 | 0.9 | 0.3 | 0.2 | -0.3 | 0.2 | -0.5
Anthrax LF inh2 | 0 | -2 | -6 | 0 | 4 | -10 | 5 | -2
PriA SSB inh | -31 | -13 | 0 | -6 | 0 | -1 | -4 | -12
TcdB inh | 0.9 | . | 0.9 | 1.3 | 0.5 | . | . | -0.8
DUSP3 inh | -4 | -4 | . | -5 | 22 | . | 17 | 18
Y pestis TopoI | 40 | 3 | 24 | 3 | -5 | -7 | -3 | 12
BH1578 lux ind | -0.5 | -0.2 | i | -0.3 | i | i | -0.3 | -0.8
BoNT-A LC inh2 | 1.4 | 0.2 | 1.7 | 0.2 | -0.3 | -0.7 | 0.2 | -1.3
SARS 3CLpro inh | 5 | 4 | . | -1 | 3 | . | 0 | 1

(17) O=C(OCC(=O)N1CCCC1)c1ccc(S(=O)(=O)Nc2ccccc2)cc1
(18) O=C1CCC(C(=O)N2CCCC2)CN1CCc1cccc(F)c1 (stereo unspecified)
(19) COc1ccc(-n2c3c(cc(C(=O)N4CCCCC4)c2=O)C(=O)CC(C)(C)C3)cc1
(20) COC(=O)c1ccccc1NC(=S)NC(=O)C1CCCCC1
(21) O=C(Oc1ccccc1C(=S)N1CCCCC1)c1cc([N+](=O)[O-])cc([N+](=O)[O-])c1
(22) CCOC(=O)/C=C/C(=O)OCC(=O)NCc1ccccc1
(23) Cc1ccc(C(=O)Nc2c3c(nn2C(C)(C)C)CS(=O)(=O)C3)cc1[N+](=O)[O-]
(24) COc1cc(N)ccc1-c1cc2ccccc2oc1=O
Compound | 17 | 18 | 19 | 20 | 21 | 22 | 23 | 24
CCHFV vOTU inh | 2 | 1 | 1 | 14 | -1 | -1 | -6 | 1
PfHsp40 rescue | -0.6 | 0.8 | 0.5 | 2.6 | 0.2 | 1.3 | -0.5 | -0.3
Anthrax LF inh2 | -8 | -2 | 0 | -1 | -1 | -1 | 2 | -5
PriA SSB inh | -7 | -10 | 4 | -4 | 3 | -24 | -28 | 2
TcdB inh | 1.9 | -0.3 | . | . | . | 1.9 | 0.5 | 0.0
DUSP3 inh | 10 | 18 | -9 | -10 | 9 | 0 | 30 | -29
Y pestis TopoI | 0 | -5 | 9 | -2 | -4 | -2 | 0 | -20
BH1578 lux ind | -0.1 | -0.5 | . | -3.4 | . | 0.9 | -0.4 | -0.2
BoNT-A LC inh2 | -0.3 | 0.7 | -0.5 | -1.1 | -0.3 | 0.0 | 1.4 | -1.7
SARS 3CLpro inh | -1 | -1 | -5 | 0 | 3 | -2 | 7 | 1

(25) CC(C)NC(=O)N1CCOCCOCCN(C(=O)NC(C)C)CCOCCOCC1
(26) O=C(NCCc1ccco1)C(=O)NCC1OCCCN1S(=O)(=O)c1ccc(Cl)cc1 (stereo unspecified)
(27) NS(=O)(=O)c1ccc(NC(=O)CSc2nc3ccccc3[nH]2)cc1
(28) Cc1ccc(Cl)c(OC(=O)Cn2cnc3c2c(=O)n(C)c(=O)n3C)c1
(29) Cc1ccc(-n2nc(C(=O)NN)c(C)c(C#N)c2=O)cc1Cl
(30) Nc1nc(SCc2ccccc2)sc1C(=O)N1CCCCC1
(31) CCN(CC(=O)Nc1ccc(NC(C)=O)cc1)C(=O)c1ccc(N2CCCC2)c([N+](=O)[O-])c1
(32) Cc1cccc(C)c1-n1nnnc1C1c2ccccc2C(=O)N1CCCN1CCOCC1 (stereo unspecified)
Compound | 25 | 26 | 27 | 28 | 29 | 30 | 31 | 32
CCHFV vOTU inh | 8 | 11 | -11 | 12 | 7 | -6 | 1 | 3
PfHsp40 rescue | 2.0 | -1.0 | -0.3 | 3.6 | 0.1 | . | 1.0 | .
Anthrax LF inh2 | -1 | 0 | -2 | 1 | -4 | -6 | -4 | -2
PriA SSB inh | -3 | 4&11 | 2&-4 | -3 | -6 | . | 0 | .
TcdB inh | . | 0.6 | -0.1 | -0.1 | -0.9 | -0.4 | 1.6 | -0.3
DUSP3 inh | 40 | 33 | 32 | 11 | 16 | . | . | .
Y pestis TopoI | -8 | 15 | 2 | 2 | 2 | 36 | 1 | .
BH1578 lux ind | -5.6 | -7.9 | -0.4 | -0.3 | i | -7.7 | -0.1 | .
BoNT-A LC inh2 | -0.3 | 0.0 | 0.2 | 0.0 | -0.3 | -0.8 | 1.2 | 0.7
SARS 3CLpro inh | -9 | 4 | 1 | 1 | 1 | . | . | .

(33) O=C(Nc1ccc(F)cc1F)N1CCN(C(=O)c2ccco2)CC1
(34) CCOc1cccc(/C=N/NC(=S)Nc2ccccc2[N+](=O)[O-])c1O
(35) Cc1nn(CC(O)CN2c3ccccc3Sc3ccccc32)c(C)c1Br (stereo unspecified)
(36) COc1ccc(N(CC(=O)NC(C)(C)C)C(=O)c2ccco2)cc1
(37) CCCCOc1c(Cl)cc(C(=O)N(C)CC(=O)Nc2ccc(N3CCOCC3)cc2)cc1OCC
(38) O=C(N/N=C/c1cccnc1)c1cc(-c2ccc(Cl)cc2)nc2ccccc12
(39) O=C(Nn1cnnc1)c1cc(Cl)cc(Cl)c1
(40) c1ccc2c(c1)nnn2-c1ncnc2sccc12
Compound | 33 | 34 | 35 | 36 | 37 | 38 | 39 | 40
CCHFV vOTU inh | -2 | 18 | 4 | 0 | 5 | 1 | -5 | -3
PfHsp40 rescue | 2.8 | -1.4 | 1.0 | 1.3 | 0.3 | 3.0 | 2.9 | 1.4
Anthrax LF inh2 | 0 | 0 | -3 | -3 | -2 | -7 | -12 | 1
PriA SSB inh | 15 | . | 30 | -4 | -4 | . | 2 | 3
TcdB inh | -1.5 | 1.2 | . | . | 1.4 | 1.8 | 0.4 | 1.3
DUSP3 inh | 4 | 22 | -11 | 26 | 10 | . | . | 8
Y pestis TopoI | 4 | -7 | 1 | 0 | 0 | 3 | 6 | -1
BH1578 lux ind | -0.8 | i | 25* | -0.3 | -5.3 | i | 0.9 | i
BoNT-A LC inh2 | -1.4 | -0.7 | 0.3 | -2.0 | 2.6 | -0.6 | -4.3 | 0.3
SARS 3CLpro inh | 1 | 0 | 2 | 0 | 0 | . | -1 | -3

Whole records from above.
`O=C(Nc1ccc(F)cc1F)N1CCN(C(=O)c2ccco2)CC1` is listed with CCHFV vOTU inh = -2; PfHsp40 rescue = 2.8; Anthrax LF inh2 = 0; PriA SSB inh = 15; TcdB inh = -1.5; DUSP3 inh = 4; Y pestis TopoI = 4; BH1578 lux ind = -0.8; BoNT-A LC inh2 = -1.4; SARS 3CLpro inh = 1
`CCOc1cccc(/C=N/NC(=S)Nc2ccccc2[N+](=O)[O-])c1O` is listed with CCHFV vOTU inh = 18; PfHsp40 rescue = -1.4; Anthrax LF inh2 = 0; PriA SSB inh = .; TcdB inh = 1.2; DUSP3 inh = 22; Y pestis TopoI = -7; BH1578 lux ind = i; BoNT-A LC inh2 = -0.7; SARS 3CLpro inh = 0

Next section.
(41) C=CCNC(=S)N/N=C(\C)c1cccnc1
(42) CS(=O)(=O)N(CC(=O)N1CCCC1)Cc1ccccc1
(43) O=C(Cn1sc2ccccc2c1=O)Nc1ccc(Br)cc1
(44) Cc1cc(/C=C(\C#N)C(=O)OCC(=O)Nc2ccc(OC(F)F)cc2)c(C)n1CC(C)C
Compound | 41 | 42 | 43 | 44
CCHFV vOTU inh | 4 | -9 | 5 | 19
PfHsp40 rescue | -1.7 | 0.4 | . | 0.2
Anthrax LF inh2 | -1 | -4 | 7 | -4
PriA SSB inh | . | 15 | . | -17
TcdB inh | 0.8 | 1.0 | -0.3 | .
DUSP3 inh | -3 | 17 | . | 8
Y pestis TopoI | 8 | 4 | -4 | -3
BH1578 lux ind | i | i | -0.2 | -0.2
BoNT-A LC inh2 | 0.2 | -0.7 | 3.8 | -0.1
SARS 3CLpro inh | 1 | -6 | . | 1
